# Mac1 fbg inh: inhibitors of human CD11b/CD18 binding to fibrinogen | P05107+P11215 | K562 CD11b/CD18 adhesion to fibrinogen, ATPlite luminescence; Mn2+ added to activate the integrin | inhibition, % at 10 µM | 93,000 compounds, 0.54% hits | AID 1497;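 active means primary inhibition of 50% or more at 10 µM, then 40% or more on retest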; further: some results filed as inactive read as strong as hits
# ERa coact pot: enhances coactivator binding to human estrogen receptor alpha | P03372 | TR-FRET ERalpha-LBD/SRC-Cy5 coactivator binding, 2 h; 100 = basal binding, no effect | coactivator binding (% of control), % at 25.6 µM | 86,000 compounds, 1.3% hits; in the data active means activity above about 200%;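 further: binding measured in presence of low estradiol as agonist stimulus; 0% = peptide alone without receptor and 100% = receptor with peptide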
# Target sequence (P03372 whole entry, looked up, the tested form may be a part): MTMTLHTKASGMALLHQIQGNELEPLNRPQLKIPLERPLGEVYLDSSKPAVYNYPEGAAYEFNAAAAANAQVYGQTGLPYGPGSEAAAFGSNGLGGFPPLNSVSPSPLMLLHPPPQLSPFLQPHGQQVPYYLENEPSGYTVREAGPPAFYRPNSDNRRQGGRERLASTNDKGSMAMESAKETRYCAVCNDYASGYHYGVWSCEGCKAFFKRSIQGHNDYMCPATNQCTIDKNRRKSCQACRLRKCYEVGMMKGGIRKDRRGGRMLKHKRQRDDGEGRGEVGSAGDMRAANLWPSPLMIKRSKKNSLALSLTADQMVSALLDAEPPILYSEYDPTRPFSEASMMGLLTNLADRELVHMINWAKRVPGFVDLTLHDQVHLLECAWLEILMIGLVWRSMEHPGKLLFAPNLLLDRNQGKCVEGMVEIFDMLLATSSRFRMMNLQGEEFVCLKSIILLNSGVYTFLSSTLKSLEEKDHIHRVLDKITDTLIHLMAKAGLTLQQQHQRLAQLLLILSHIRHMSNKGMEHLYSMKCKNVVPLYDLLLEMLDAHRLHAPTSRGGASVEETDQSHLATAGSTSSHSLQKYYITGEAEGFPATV
# Mac1 fbg enh: CD11b/CD18-fibrinogen binding enhancement. P05107+P11215. K562 CD11b/CD18 adhesion to fibrinogen, ATPlite luminescence. activation, % at 10 µM. 93,000 compounds, 0.07% hits;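 active means 10 µM primary screen giving 50% or more activity, confirmed by 40% or more on retest at that dose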; further: strong numbers were not always called active; reference of the scale not given here
# sEH activator: activators of human soluble epoxide hydrolase; P34913; activation, % at 2 µM; purified human sEH enzymatic activity, activator screen; AID 717; 91,000 compounds, 0.04% hits; in the data active means activation above about 37%; further: values of inactives mirror those of a sister screen read the other way
# sEH inhibitor: soluble epoxide hydrolase (human) inhibition; recombinant human sEH enzymatic activity assay; inhibition, % at 2 µM; 91,000 compounds, 0.34% hits; AID 707; in the data active means inhibition above about 80%; further: values of inactives mirror those of a sister screen read the other way; many of its hits are not listed in these tables
# Candida biofilm: kills Candida albicans biofilms | 85,000 compounds, 0.14% hits | AID 834 | C. albicans biofilm + clotrimazole, Alamar Blue | inhibition, % at 6 µM;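 active means inhibition above 20%; inactive means inhibition below 20%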;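 further: preformed 24 hr biofilms exposed to compound for 48 hr; 0% = biofilm without compound and 100% = blank killed by clotrimazole plus chlorhexidine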
# MT1-MMP txn act: MT1-MMP promoter transcription activation; HT1080 MT1-MMP promoter luciferase reporter, luminescence, overnight; stronger effect = higher value; activation factor at 10 µM; 86,000 compounds, 0.16% hits; AID 750;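 active means activation factor of at least 2 for MT1-MMP transcription at 10 µM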
# ERb SRC1 inh: ER-beta (human) coactivator binding inhibition. TR-FRET ER-beta LBD / SRC1-Cy5 peptide binding; receptor agonist-loaded with 1 µM estradiol. inhibition, % at 25.6 µM. 86,000 compounds, 1.3% hits;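 active means compounds whose percent inhibition of the receptor-coactivator binding signal exceeds about 50% in the single-dose screen, limit read from the data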;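 further: 0% = receptor plus peptide wells without compound and 100% = peptide-only wells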
# Smad3 FoxH1 inh: Smad3 (human) transcription factor binding inhibition; P84022; TR-FRET Smad3/Dy647-FoxH1 peptide binding, europium anti-His; inhibition, % at 25 µM; 88,000 compounds, 0.29% hits;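 active means compounds that reduce the energy-transfer binding signal between the protein and its labelled peptide by more than half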;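 further: 0% = Smad3 plus labelled peptide maximal FRET and 100% = peptide-only background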
# Target sequence (P84022 whole entry, looked up): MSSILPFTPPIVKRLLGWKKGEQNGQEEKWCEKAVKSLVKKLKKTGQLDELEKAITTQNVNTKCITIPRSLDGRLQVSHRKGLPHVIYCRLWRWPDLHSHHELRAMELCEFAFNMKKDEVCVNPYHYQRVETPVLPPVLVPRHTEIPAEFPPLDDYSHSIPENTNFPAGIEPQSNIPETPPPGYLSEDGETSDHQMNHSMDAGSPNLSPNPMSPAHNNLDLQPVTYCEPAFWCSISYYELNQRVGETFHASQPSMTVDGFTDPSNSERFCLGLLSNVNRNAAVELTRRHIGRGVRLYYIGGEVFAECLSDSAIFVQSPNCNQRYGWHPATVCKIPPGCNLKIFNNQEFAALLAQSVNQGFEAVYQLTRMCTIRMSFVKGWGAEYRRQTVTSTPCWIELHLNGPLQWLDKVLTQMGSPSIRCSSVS
# * hit, by the source's call; · = not tested or not shown; [ ] = another dose, or the depositor's remark. These rows are one share of the data; the hit share may differ from the screen's.
SMILES,Mac1 fbg inh,ERa coact pot,Mac1 fbg enh,sEH activator,sEH inhibitor,Candida biofilm,MT1-MMP txn act,ERb SRC1 inh,Smad3 FoxH1 inh
NC(=O)C1CCN(c2nnnn2-c2ccccc2)CC1,-32,112,-4,6,-3,6,·,-10,2
Cc1ccccc1NC(=O)Cn1c(C)nc2ccc(N)cc2c1=O,-16,·,-5,2,-4,·,·,·,·
C=C(C)CSc1nnc(CCNC(=O)OC(C)(C)C)o1,-3,88,3,-4,4,8,1.2,-12,5
OC1C2(Cc3ccccc3)CN3CCN(C2)CC1(Cc1ccccc1)C3 (stereo unspecified),·,116,·,-9,11,2,1,-6,-24
O=S(=O)(c1ccccc1)N1CCN(c2nc3ccccc3s2)CC1,7,102,2,-1,4,13,·,-4,5
Cc1nn2c(NCCOCCO)c3c(nc2c1-c1ccccc1)CCCC3,·,96,·,-4,7,1,1.1,-11,-9
CCOc1ccc(C(=O)Nc2ccncc2)cc1,0,113,-2,-7,5,0,1.3,9[fluorescence artefact?],-9
CCCN1C(=O)c2ccccc2NC1c1ccc(OC)cc1O (stereo unspecified),1,97,0,7,-7,2,1.3,5,14
O=C(O)COc1cccc2ccccc12,10,92,-2,5,-10,7,1,6,-4
Cc1ccccc1S(=O)(=O)NNC(=O)C(=O)NNc1ccccn1,-26,·,2,-8,8,·,·,·,·
CN=C(Nc1cc(Cl)ccc1Cl)SC1CC(=O)N(c2ccc(C(=O)OC)cc2)C1=O (stereo unspecified),10,·,-2,-16,18,·,·,·,·
Cc1cc(C)nc(SCc2nnc(SCC(N)=O)n2Cc2ccco2)n1,-7,93,4,-1,4,5,1.2,-7,-4
Cc1c(NC(=O)C2CCCN2C(=O)c2cccs2)c(=O)n(-c2ccccc2)n1C (stereo unspecified),·,101,·,3,-2,-1,1.6,-5,2
O=C1Cn2c(nc3ccccc32)-c2ccccc2N1,-2,127,-2,-1,1,-2,1.2,0[fluorescence artefact?],9
CCn1c(=O)c2c(nc3n2CC(C)CN3CCc2ccccc2)n(C)c1=O (stereo unspecified),3,115,3,2,-3,8,1,3,0
COc1ccc(OC(=O)c2cc3ccccc3o2)cc1,-4,103,0,1,-4,1,1,5,7
Cc1ccc(-c2nc(CSCC(=O)N3CCOCC3)c(C)o2)cc1,-8,118,1,4,-4,0,1.1,-3,-2
CCOc1ccccc1NC(=O)CCSc1nc2n[nH]c(C)c2c(=N)n1-c1ccccc1Cl,-25,159[fluorescence artefact?],14,·,·,2,1.1,23[fluorescence artefact?],14[fluorescence artefact?]
CC(C)C(c1nnnn1Cc1ccco1)N1CCC(C(N)=O)CC1 (stereo unspecified),·,123,·,5,-2,9,1.2,-4,3
O=C(O)CCc1ccc(-c2ccc(F)cc2)n1Cc1ccco1,1,116[fluorescence artefact?],-4,-2,1,5,·,2,5

# Next part; it opens with the 4 that closed the last part.
SMILES,Mac1 fbg inh,ERa coact pot,Mac1 fbg enh,sEH activator,sEH inhibitor,Candida biofilm,MT1-MMP txn act,ERb SRC1 inh,Smad3 FoxH1 inh
Cc1ccc(-c2nc(CSCC(=O)N3CCOCC3)c(C)o2)cc1,-8,118,1,4,-4,0,1.1,-3,-2
CCOc1ccccc1NC(=O)CCSc1nc2n[nH]c(C)c2c(=N)n1-c1ccccc1Cl,-25,159[fluorescence artefact?],14,·,·,2,1.1,23[fluorescence artefact?],14[fluorescence artefact?]
CC(C)C(c1nnnn1Cc1ccco1)N1CCC(C(N)=O)CC1 (stereo unspecified),·,123,·,5,-2,9,1.2,-4,3
O=C(O)CCc1ccc(-c2ccc(F)cc2)n1Cc1ccco1,1,116[fluorescence artefact?],-4,-2,1,5,·,2,5
COc1ccc(C)cc1NC(=O)C1CCN(S(=O)(=O)c2cccc3cccnc23)CC1,27,115,-5,22,-23,4,1,-5,3
N#CC(C(=O)C12CC3CC(CC(C3)C1)C2)c1nc2ccccc2[nH]1 (stereo unspecified),10,145,1,-7,7,8,1.3,6[fluorescence artefact?],0
O=C(NC1CCCCC1)n1c(=O)oc2ccccc21,-2,195,1,-55,55,-7,1.3,-15[fluorescence artefact?],-6
O=C1CC(c2ccco2)CC(O)=C1C=Nc1cc(Cl)ccc1O (stereo unspecified),-7,130,-2,·,·,5,1.2,48,-18
CCN1C(=O)/C(=C/N(C(C)=O)c2ccccc2)N(c2ccccc2)C1=S,6,112,0,4,-4,8,·,18,12
CN(CCCNC(=O)COc1cc(=O)n(C)c2ccccc12)Cc1ccccc1,-6,100,-2,1,-2,1,1.1,3,4
CCCCOC(=O)c1ccc(Nc2ncnc3nc[nH]c23)cc1,3,92[fluorescence artefact?],25,·,·,12,1.4,9,-11
CN(C(=O)CSc1nc(-c2ccccc2)cs1)C1CCS(=O)(=O)C1 (stereo unspecified),-3,97[fluorescence artefact?],-2,-4,4,8,1.3,-6,1[fluorescence artefact?]
OCCN1CCN(CC(O)COCc2ccc3c(c2)OCO3)CC1 (stereo unspecified),·,109,·,3,0,-1,0.9,-7,6
COC(=O)C1=C(N)Oc2cc(C)n(CC3CCCO3)c(=O)c2C1c1ccc(Cl)cc1 (stereo unspecified),2,110,-1,-6,7,-2,1.2,-16,-3
C=C(Cl)COC(=O)C1C2C=CC(C2)C1C(=O)O (stereo unspecified),·,106[fluorescence artefact?],·,2,-1,7,1.1,-4[fluorescence artefact?],1
CCn1c(N2CCC(Cc3ccccc3)CC2)nc2c1c(=O)[nH]c(=O)n2C,14,91,-6,·,·,9,1.1,-2,-9
CC(=O)Nc1ccc(OC(=O)c2cccs2)cc1,-11,·,-1,4,-6,·,0.9,·,·
CCN(CC)S(=O)(=O)c1ccc(F)c(C(=O)NCCC(C)C)c1,·,100,·,-58,58,5,1.2,-30[fluorescence artefact?],8
Cc1ccc(-n2c(SCC(=O)OC(C)C)nnc2-c2ccccn2)cc1,27,112,5,-5,5,5,1.5,13,-2
COC(=O)c1ccc(C)c(NS(=O)(=O)c2ccc3c(c2)OCCO3)c1,·,96,·,14,-16,7,0.6,-4,-16
Cc1occc1-c1nnc(SCC(=O)Nc2nc(C(C)(C)C)cs2)o1,-2,107,-1,-30,29,0,1.1,-6,-5
CC(C)(C)NC(=O)CN(C(=O)C1(C)CC(=O)N=C2C=CC=CN21)C1CCCC1 (stereo unspecified),-11,92,1,12,-10,1,1.7,5,2
CCCCC(=O)Nc1ccc2c(c1)C(=O)NC2=O,-7,140,5,-7,10,4,·,-6,6
Cc1ccc(-n2ncc3c2ncn2c(-c4ccncc4)nnc32)cc1,-7,89[fluorescence artefact?],35,·,·,-6,1.3,31[fluorescence artefact?],-3

# For reference, part of the list above.
SMILES,Mac1 fbg inh,ERa coact pot,Mac1 fbg enh,sEH activator,sEH inhibitor,Candida biofilm,MT1-MMP txn act,ERb SRC1 inh,Smad3 FoxH1 inh
COc1ccc(C)cc1NC(=O)C1CCN(S(=O)(=O)c2cccc3cccnc23)CC1,27,115,-5,22,-23,4,1,-5,3
N#CC(C(=O)C12CC3CC(CC(C3)C1)C2)c1nc2ccccc2[nH]1 (stereo unspecified),10,145,1,-7,7,8,1.3,6[fluorescence artefact?],0
O=C(NC1CCCCC1)n1c(=O)oc2ccccc21,-2,195,1,-55,55,-7,1.3,-15[fluorescence artefact?],-6
O=C1CC(c2ccco2)CC(O)=C1C=Nc1cc(Cl)ccc1O (stereo unspecified),-7,130,-2,·,·,5,1.2,48,-18

# Among those listed so far, these have a thiophene ring, fused or not.
SMILES,Mac1 fbg inh,ERa coact pot,Mac1 fbg enh,sEH activator,sEH inhibitor,Candida biofilm,MT1-MMP txn act,ERb SRC1 inh,Smad3 FoxH1 inh
Cc1c(NC(=O)C2CCCN2C(=O)c2cccs2)c(=O)n(-c2ccccc2)n1C (stereo unspecified),·,101,·,3,-2,-1,1.6,-5,2
CC(=O)Nc1ccc(OC(=O)c2cccs2)cc1,-11,·,-1,4,-6,·,0.9,·,·

# (continued)
SMILES,Mac1 fbg inh,ERa coact pot,Mac1 fbg enh,sEH activator,sEH inhibitor,Candida biofilm,MT1-MMP txn act,ERb SRC1 inh,Smad3 FoxH1 inh
CNC(=O)CN(c1ccc2c(c1)OCCO2)S(C)(=O)=O,-10,78,-3,5,-3,3,1.2,11,-5
COc1ccc(C(=O)Nc2cccc(-c3cnc4ccccc4n3)c2)cc1,4,·,-1,-9,11,·,·,·,·
CN1CCN(/C=N/c2sc3c(c2C#N)CCCCC3)CC1,4,·,-2,-26,25,·,1.8,·,·
COc1cccc(C2CC(c3ccc(C)cc3)Nc3nc(N)nn32)c1 (stereo unspecified),-10,108,0,·,·,2,1.1,-6,10
O=C(Cn1c(=O)oc2cc(S(=O)(=O)N3CCCC3)ccc21)N1CCN(C2CCCCC2)CC1,-6,110,-5,-6,6,10,·,-2,-2
CCOC(=O)c1ccc(NC(=O)CN2C(=O)C(=O)N(CC(C)C)C2=O)cc1,-1,·,2,-5,7,·,·,·,·
CCc1ccc(CNCCSc2nnnn2C)cc1,15,91,2,-1,2,4,·,-3,6
COc1ccc(CNc2nc(NCc3ccc(OC)c(OC)c3)n(C(=O)c3cccs3)n2)cc1OC,22,·,4,6,-6,·,·,·,·
COCCNC(=O)CN1CCN(C(c2ccccc2)c2ccccc2)CC1,-11,112,3,-8,8,7,1.1,-7[fluorescence artefact?],8
CCOC(=O)C1=C(C)NC(C)=C(C(=O)OCC)C1C(=O)OCC(=O)c1ccc2c(c1)OCCO2,5,122[fluorescence artefact?],-6,4,-5,6,1.2,4,1
CC1(C)Oc2ccc(C(=O)N3CCCC3)cc2N(CC(=O)NCc2ccccc2)C1=O,-5,124,-2,1,-3,7,1.1,-7,2
COc1ccc2cc3c(N)nn(C(=O)Cc4ccc(Cl)cc4)c3nc2c1,-9,77,2,3,-1,8,·,46,1
O=C(Oc1c(CN2CCOCC2)cc(Cl)c2cccnc12)c1ccc(F)cc1,-7,101,3,7,-4,9,1,-6,0
CS(=O)(=O)N(CC(=O)Nc1ccccc1C(=O)NCc1ccco1)c1ccc2c(c1)OCCO2,2,102,-2,14,-13,-1,1,-7,-9
CCOc1ccccc1C1CC(c2ccc(F)cc2)Nc2nc(N)nn21 (stereo unspecified),-9,103,-4,11,-9,8,1.2,-10,-2
Cc1c(Cl)c(C(F)(F)F)nn1CC(=O)NCc1ccccc1,·,95,·,2,2,6,1.3,-4[fluorescence artefact?],7
O=C(O)C1C2C=CC(O2)C1C(=O)Nc1ccccc1C(F)(F)F (stereo unspecified),4,100,-1,-10,10,3,·,-1,-5
O=S(=O)(c1ccc2c(c1)oc1ccccc12)N1CCOCC1,-6,107,-3,-5,3,-3,1,-2,-20
CCOC(=O)N1CCN(C(=O)c2ccc3c(=O)n(Cc4ccccc4)c(=S)[nH]c3c2)CC1,·,117,·,-44,43,7,1.2,-1[fluorescence artefact?],23[fluorescence artefact?]
Cc1ccc2nc(CSc3nnc(-c4ccco4)n3-c3ccccc3)cc(=O)n2c1,·,85,·,5,-4,10,1,10,-2
COCC(=O)Nc1ccc(C)c(Cl)c1,-23,110,2,-6,4,5,1.1,-12,-1
Cc1csc(SCC(=O)Nc2c(C)n(C)n(-c3ccccc3)c2=O)n1,2,107,-6,3,3,·,1.1,3,1
Cc1ccc(C23CC4CC(CC(NC(=O)NCCN(C)C)(C4)C2)C3)cc1,3,·,0,-5,7,·,·,·,·
O=S1(=O)N=C(Nc2nc3c(s2)CCCC3)c2ccccc21,·,87,·,9,-5,-1,1.2,-11,-1
CN(C)S(=O)(=O)c1ccc2c(c1)c(=O)c(C(=O)N1CCN(c3ccccn3)CC1)cn2C,-4,129,-2,1,1,1,1,-10,1

# Just ERa coact pot and sEH inhibitor, for some of the entries so far:
canonical_smiles,ERa coact pot,sEH inhibitor
C=C(Cl)COC(=O)C1C2C=CC(C2)C1C(=O)O (stereo unspecified),106[fluorescence artefact?],-1
Cc1c(Cl)c(C(F)(F)F)nn1CC(=O)NCc1ccccc1,95,2

# Screening results deposited in PubChem by several laboratories.
